From PubChem
ERp5 block: inhibitors of ERp5-driven insulin aggregation, primary screen, biochemical, turbidity, absorbance 650 nm, single point | Protein disulfide-isomerase A6 (Homo sapiens), Q15084 | 90 min | inhibition, % at 9.99 µM | 350,000 tested, 0.05% active;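 active = mean replicate inhibition above about 25%, with every replicate also reaching it, limit read from the data, passing the limit was not always enough; inconclusive = only one of those two criteria met; inactive = neither criterion met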
Target sequence (Q15084 whole entry, looked up): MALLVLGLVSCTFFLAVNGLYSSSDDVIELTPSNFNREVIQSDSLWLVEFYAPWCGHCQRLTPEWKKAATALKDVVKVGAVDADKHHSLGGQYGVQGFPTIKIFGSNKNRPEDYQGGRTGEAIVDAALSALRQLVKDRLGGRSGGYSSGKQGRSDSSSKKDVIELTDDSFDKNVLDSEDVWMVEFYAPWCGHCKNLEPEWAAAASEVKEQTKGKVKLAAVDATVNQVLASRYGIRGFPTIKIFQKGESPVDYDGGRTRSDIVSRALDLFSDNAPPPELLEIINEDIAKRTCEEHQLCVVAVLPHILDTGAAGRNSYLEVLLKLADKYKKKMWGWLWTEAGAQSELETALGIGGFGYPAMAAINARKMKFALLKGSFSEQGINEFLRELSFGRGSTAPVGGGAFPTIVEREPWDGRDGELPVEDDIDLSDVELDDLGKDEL
EWS-Fli block: EWS/Fli-driven NR0B1 reporter inhibitors, primary screen, A673 cells, NR0B1 luciferase, luminescence, MLPCN library; viability-normalised; inhibition, % at 12.6 µM; 350,000 tested, 0.67% active;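 active = mean inhibition of at least 50% after viability correction, with every replicate also passing that limit; inconclusive = mean reaches 50% but only one of two replicates passes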;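 also: firefly luciferase signal divided by Alamar Blue viability fluorescence both relative to DMSO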
F508del corr: F508del CFTR correction, initial screen, CFBE line, single point. CFBE cells, YFP halide quenching; stimulated with forskolin plus potentiator P3; % fluorescence drop versus neutral controls. activity (quench increase), % at 7.58 µM. 350,000 tested, 0.36% active;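 active = mean added fluorescence quench of at least 8% versus neutral control, with both replicates also reaching 8%; inconclusive = only one of the mean or replicate conditions met; inactive = mean below 8% and not both replicates reaching 8%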;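 also: cells transiently co-express mutant CFTR-F508del with the halide-sensitive YFP; corrector assay measuring rescue of mutant channel to the surface after 24 h compound exposure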
ARNT TACC3 PPI: disruptors of ARNT/TACC3 protein interaction, primary screen, biochemical, AlphaScreen, single concentration; 390,000 tested, 0.66% active; Transforming acidic coiled-coil-containing protein 3 (Homo sapiens), Q9Y6A5; AlphaScreen His-ARNT PAS-B/GST-TACC3 binding, luminescence; TACC3 fragment carries E629A point mutation; AID 623870, 2012; inhibition, % at 9.99 µM;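 active = mean inhibition of replicates at least 50% and at least half of replicates each reaching 50%; inconclusive = half or more replicates reach 50% but mean below 50%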;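 also: 0% = complete ARNT plus TACC3 wells and 100% = ARNT alone without TACC3; many hits fall short of the cut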
Xi reactivation: activators of inactive X chromosome reactivation, primary screen, imaging, XiGFP fibroblasts, GFP high-content imaging, set 2 | XiGFP mouse fibroblasts, % GFP-positive cells imaging, 3 d; cells co-treated with 5-aza-dC sensitizer; scaled so ellipticine positive control = 100% | activation, % at 7.58 µM | AID 743238, 2013 | 360,000 tested, 0.055% active;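 active = mean normalized replicate activation at least 10% and every replicate at or above 10%; inconclusive = only one of the two criteria met; inactive = mean below 10% and not all replicates reach 10%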;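 also: 0% = median of on-plate neutral control wells and 100% = ellipticine 6 µM median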
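Assay system – SV40-immortalized XiGFP fibroblast cells, line 68-5-11 · Buffer or medium – DMEM supplemented with 5-aza-dC as sensitizing agent · Dosing – one concentration, pinned · Benchmarks – positive control ellipticine, 6 µM final · Times – 3 days compound exposure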
PAX8 reporter: inhibitors of PAX8-driven TPO luciferase reporter, primary screen, RMG-I cells, single concentration; 360,000 tested, 1.2% active; inhibition, % at 12.6 µM; AID 652154, 2013; SteadyGlo, 24 h;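 active = mean replicate inhibition at least 60% with every replicate also reaching 60%; inconclusive = only one of the two criteria is met; inactive = mean below 60% and not all replicates reaching 60%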;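 also: luciferase light reporting Pax8 driven TPO promoter activity; plate controls were median of neutral control wells for no effect and mitoxantrone controls for full effect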
DENV2 CPE: inhibitors of DENV2 cytopathic effect, primary screen, cell-based, plate reader, single concentration; AID 651640, 2012; DENV2-infected cells, cytopathic effect rescue; CPE inhibition, % at 9.99 µM; 350,000 tested, 1.7% active; in the data active = CPE inhibition above about 20%, passing the limit was not always enough; inconclusive = no clear call, values can overlap the other calls; tested in BHK-21 cells;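 also: 0% = median of neutral control wells and 100% = median of positive control wells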
GSIS activator: GLuc luminescence reporter in INS-1E cells, primary screen for activators of glucose-dependent secretion of insulin; activation, % at 16.6 µM; 370,000 tested, 0.61% active; AID 743287, 2014; INS-1E GLuc reporter insulin secretion, 2-3 h;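 active = lowest replicate activation of at least 40%, so every replicate reaches that level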;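 also: 0% = median of neutral control wells and 100% = median of IBMX positive control wells; some compounds called inactive have numbers as strong as hits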
* hit, by the source's call; ? = inconclusive; . = no result given.

SMILES	ERp5 block	EWS-Fli block	F508del corr	ARNT TACC3 PPI	Xi reactivation	PAX8 reporter	DENV2 CPE	GSIS activator
C[C@@H]1CN([C@H](C)CO)C(=O)c2cc(NC(=O)C3CCCCC3)ccc2O[C@@H](C)CCCCO[C@@H]1CN(C)S(C)(=O)=O	.	2	-2.1	.	-1.1	-26	.	-3
COc1cccc(NC(=O)N[C@@H]2CC[C@@H](CC(=O)N3CCOCC3)O[C@H]2CO)c1	4	-1	-0.8	6	0.0	5	-7	16
COc1ccc(C(=O)COC(=O)c2cccc(-n3cnnn3)c2)c(OC)c1	-2	-57	3.1	-12	-0.1	.	-4	-1
O=Cc1cn(CC(=O)Nc2ccc3c(c2)OCO3)c2ccccc12	1	6	-2.1	-5	0.2	-5	12	-17
CCOC(=O)C1=C(C)NC(=S)NC1c1ccc(-c2ccc(Cl)cc2)o1 (configuration not stated)	1	0	-5.4	5	0.0	-11	-10	-21
Cc1nnc(NC(=O)CSc2ccc(-c3ccc(Cl)cc3)nn2)s1	4	-6	0.6	6	-0.1	10	.	-5
CC(C)(C)C(=O)N1CCC(O)(CS(=O)(=O)Cc2ccccc2)CC1	-7	-3	-2.0	-1	-0.1	11	.	4
C[C@@H]1CN([C@@H](C)CO)C(=O)c2cc(/C=C/c3ccccc3)cnc2O[C@@H]1CN(C)C(=O)c1cccc(F)c1	0	2	0.1	7	-0.2	-10	-2	-19
Cc1ccc(SCC(=O)OCC(=O)N(C)C2CCS(=O)(=O)C2)cc1C (configuration not stated)	-3	-5	-3.1	-12	-0.9	7	-5	.
Cc1ccc(C(=O)N2CCN(c3cc4c(cc3[N+](=O)[O-])n(C)c(=O)n4C)CC2)cc1	-11	13	0.1	34	.	.	-4	-18
Cc1ccc(CNC2CCCCC2)s1	2	27	-1.1	35	0.2	10	6	15
COCCCNC(=O)CCCCCNS(=O)(=O)c1ccc(Br)cc1	2	2	-1.1	-4	0.2	10	.	-7
O=C(NCC(O)c1ccc([N+](=O)[O-])cc1)c1cccc(S(=O)(=O)N2CCCC2)c1 (configuration not stated)	-6	-1	-3.1	-7	0.0	7	3	-22
O=C(CSCc1ccccc1Br)N/N=C/c1ccccc1C(=O)O	-1	4	-2.8	.	-0.1	-11	6	5
CCCC(=O)N1CCC2(CC1)CN(Cc1ccccc1F)[C@@H](CO)c1c2c2ccc(OC)cc2n1C	-1	10	-0.8	.	0.3	-5	-11	-9
Cc1ccc(NC(=O)c2ccc(=O)[nH]c2)cc1S(=O)(=O)N1CCCCCC1	-1	13	1.2	16	?	34	-4	.
O=C(Cn1cnc([N+](=O)[O-])c1)c1ccc(Cl)cc1	8	-5	-7.2	0	0.0	4	5	-4
CCC(=O)NC(=S)Nc1ccc(NC(=O)c2ccc(OC)cc2)cc1	-5	-3	.	3	0.0	4	2	4
CO[C@@H]1CN(C)C(=O)c2ccc(NC(=O)CC(F)(F)F)cc2OC[C@@H](C)N(S(=O)(=O)c2cn(C)cn2)C[C@@H]1C	0	5	1.8	-4	0.4	-3	5	0
CCCCN1CCCCC1(C)C(=O)NCc1cccc(OC)c1 (configuration not stated)	-2	-5	-0.9	.	0.0	-6	2	.
O=C(O)CCc1nc2cc(C(F)(F)F)ccc2n(Cc2ccccc2)c1=O	0	12	-1.6	1	0.3	9	-5	21
CCN(CC)C(=O)CN1C(=O)COCC1=O	-3	-2	-1.2	-3	.	.	2	4
CNc1[nH]c(=O)[nH]c(=O)c1N=Nc1cc(Cl)ccc1Cl	-1	2	2.7	.	0.1	39	-7	-4
CC(C)NC(=O)COc1ccc(OCc2ccccc2)cc1	-2	-20	-0.4	-6	0.1	-21	-3	-10
CCOC(=O)c1cc(-c2ccccc2)n(CCC(=O)O)c1C	-4	2	0.8	2	.	.	5	9

Quoted at random: 5 records from the list, in no set order.
SMILES	ERp5 block	EWS-Fli block	F508del corr	ARNT TACC3 PPI	Xi reactivation	PAX8 reporter	DENV2 CPE	GSIS activator
COc1cccc(NC(=O)N[C@@H]2CC[C@@H](CC(=O)N3CCOCC3)O[C@H]2CO)c1	4	-1	-0.8	6	0.0	5	-7	16
CCOC(=O)C1=C(C)NC(=S)NC1c1ccc(-c2ccc(Cl)cc2)o1 (configuration not stated)	1	0	-5.4	5	0.0	-11	-10	-21
Cc1ccc(SCC(=O)OCC(=O)N(C)C2CCS(=O)(=O)C2)cc1C (configuration not stated)	-3	-5	-3.1	-12	-0.9	7	-5	.
Cc1ccc(C(=O)N2CCN(c3cc4c(cc3[N+](=O)[O-])n(C)c(=O)n4C)CC2)cc1	-11	13	0.1	34	.	.	-4	-18
O=Cc1cn(CC(=O)Nc2ccc3c(c2)OCO3)c2ccccc12	1	6	-2.1	-5	0.2	-5	12	-17

2 of the compounds above, bar-delimited:
Compound | ERp5 block | EWS-Fli block | F508del corr | ARNT TACC3 PPI | Xi reactivation | PAX8 reporter | DENV2 CPE | GSIS activator
Cc1ccc(NC(=O)c2ccc(=O)[nH]c2)cc1S(=O)(=O)N1CCCCCC1 | -1 | 13 | 1.2 | 16 | ? | 34 | -4 | .
COCCCNC(=O)CCCCCNS(=O)(=O)c1ccc(Br)cc1 | 2 | 2 | -1.1 | -4 | 0.2 | 10 | . | -7

Other records:
SMILES	ERp5 block	EWS-Fli block	F508del corr	ARNT TACC3 PPI	Xi reactivation	PAX8 reporter	DENV2 CPE	GSIS activator
CCN1/C(=C/c2cccc[n+]2C)Sc2ccc(OC)cc21	1	38	2.4	0	0.3	71*	10	-18
Cc1ccccc1-c1nn(-c2ccccc2)cc1C(=O)NCC(c1ccco1)N1CCCC1 (configuration not stated)	-3	8	1.6	11	0.0	1	-10	19
Cc1nc2ccc(NS(=O)(=O)c3cccc([N+](=O)[O-])c3)cc2s1	-4	21	-0.5	-3	0.1	.	18	-35
CC(=O)Nc1ccc(SC[C@H](c2ccccc2)N2CCN(CCc3ccccc3)CCC2=O)cc1	-3	7	1.6	.	0.1	4	-10	-18
Cc1ccc(NC(=O)Nc2ccc([N+](=O)[O-])cc2)nc1	-4	-83	1.7	-3	0.0	-15	1	-10
CCC1CN(C(=O)N2CCC(C(=O)NCc3ccccc3C)CC2)c2ccccc2O1 (configuration not stated)	5	.	-1.2	-2	0.0	4	-3	1
O=C(/C=C/Nc1ccc(Br)cn1)c1cccc(OC(F)F)c1	-7	-124	-0.2	-4	0.0	-179	-8	.
C=CCSC(=S)Nc1c(C)n(C)n(-c2ccccc2)c1=O	0	-22	2.1	4	0.9	-14	-2	23
COc1ccc(C(=O)/C=C2\C(=O)Nc3ccc(Br)cc32)cc1	-8	34	1.8	-7	0.1	22	-3	31
CC(C)C[C@H](NC(=O)c1nc[nH]c1C(=O)N[C@@H](CC(C)C)C(=O)OC(C)(C)C)C(=O)OC(C)(C)C	-2	24	-1.8	17	0.1	66*	0	.
O=C(Nc1nccs1)C(c1ccccc1)N1CCCCC1 (configuration not stated)	1	5	1.0	-2	0.1	-8	0	-2
O=C(NCc1ccc(Cl)cc1)C1C2C=CC3(CN(Cc4cccnc4)C(=O)C13)O2 (configuration not stated)	-1	-4	-1.6	3	.	.	.	9
NC(=O)c1ccsc1NC(=O)c1ccc(N2CCCC2=O)cc1	-4	-29	-0.9	-5	-0.1	2	-3	3
CC(=O)Nc1ccc(S(=O)(=O)Nc2cccc(C(=O)Nc3ccccc3C(=O)O)c2)cc1	-1	13	-6.1	12	0.1	-25	2	-5
O=C(/C=C/c1ccc(Cl)cc1)Nc1ccccc1N1CCOCC1	4	0	.	-25	0.0	-9	?	.
CC1CCN(C(C(=O)NC2CCCCC2)c2cc3c(cc2[N+](=O)[O-])OCO3)CC1 (configuration not stated)	4	8	-0.1	1	0.0	25	-4	.
COc1ccc(CSCC(=O)NCCC(C)C)cc1	-5	-12	-1.4	1	0.0	-11	11	2
COc1ccc(NC2=CC(c3cccc(OC)c3)N(c3ccc(OC)cc3)C2=O)cc1 (configuration not stated)	.	.	.	-18	0.0	-25	.	5
CC(=O)Nc1ccc(S(=O)(=O)NCC2(N3CCOCC3)CCCCC2)cc1	-4	-8	0.7	-4	0.0	1	8	-11
CCCCCCN1CC(C(=O)OCC)C(=O)C1=O (configuration not stated)	.	.	.	5	0.1	-8	.	9
COC(=O)C(C)Sc1ccc2nnc(-c3ccccc3)n2n1 (configuration not stated)	3	16	0.1	-2	0.1	10	.	-5
Cn1cnc(S(=O)(=O)N2CCCCC2c2cc(C(=O)NCc3ccc(F)cc3)no2)c1 (configuration not stated)	3	-11	-0.7	.	-0.1	-2	-6	17
Cc1cc(C)c(C(=O)Cn2nc(C(=O)O)c3ccccc3c2=O)cc1C	1	-11	1.1	-1	0.0	-1	1	13
Cc1ccc(S(=O)(=O)Nc2ccc3cn[nH]c3c2)cc1	-4	4	-0.6	1	-0.1	26	-9	-18
CN(C)S(=O)(=O)c1cccc(NC(=O)COC(=O)c2cc(-c3cccc(Br)c3)nc3ccccc23)c1	.	.	.	-1	0.3	-2	.	-23

Next section:
SMILES	ERp5 block	EWS-Fli block	F508del corr	ARNT TACC3 PPI	Xi reactivation	PAX8 reporter	DENV2 CPE	GSIS activator
O=C(CCc1ccccc1)Nc1ccc(NC(=O)c2ccco2)cc1	-1	-10	-1.3	-5	.	.	-2	4
O=C1NC(=S)N(c2cccc(Cl)c2)C12CCCCC2	4	10	.	-6	0.2	-3	-5	.
Cc1ccccc1CN(C)C[C@H]1OCc2cn(nn2)CCCC(=O)N([C@@H](C)CO)C[C@@H]1C	-1	0	-4.8	-3	-0.1	-9	8	-1
COc1cccc(NC(=O)N(CCN(C)C)C(C)c2cccnc2)c1 (configuration not stated)	-8	7	2.2	-6	0.1	-5	6	11
O=C(c1n[nH]c2ccccc12)N1CCOCC1	-1	-7	-0.7	2	0.1	-1	.	-6
CCc1ccc2c(c1)C1(C(=O)N2)N2CCCC2C(C(=O)c2ccc3ccccc3c2)C12C(=O)Nc1ccccc12 (configuration not stated)	-2	-21	-1.9	7	0.1	.	-4	13
COc1ccc(CN(C)C[C@H]2OCCCC[C@H](C)Oc3ccc(NS(=O)(=O)c4ccc(OC)cc4)cc3C(=O)N([C@@H](C)CO)C[C@H]2C)cc1	-1	-17	2.3	.	0.2	-12	7	-11

In a second layout: results already given.
compound | ERp5 block | EWS-Fli block | F508del corr | ARNT TACC3 PPI | Xi reactivation | PAX8 reporter | DENV2 CPE | GSIS activator
O=C1NC(=S)N(c2cccc(Cl)c2)C12CCCCC2 | 4 | 10 | . | -6 | 0.2 | -3 | -5 | .
Cc1ccccc1CN(C)C[C@H]1OCc2cn(nn2)CCCC(=O)N([C@@H](C)CO)C[C@@H]1C | -1 | 0 | -4.8 | -3 | -0.1 | -9 | 8 | -1
COc1cccc(NC(=O)N(CCN(C)C)C(C)c2cccnc2)c1 (configuration not stated) | -8 | 7 | 2.2 | -6 | 0.1 | -5 | 6 | 11
O=C(c1n[nH]c2ccccc12)N1CCOCC1 | -1 | -7 | -0.7 | 2 | 0.1 | -1 | . | -6
CCc1ccc2c(c1)C1(C(=O)N2)N2CCCC2C(C(=O)c2ccc3ccccc3c2)C12C(=O)Nc1ccccc12 (configuration not stated) | -2 | -21 | -1.9 | 7 | 0.1 | . | -4 | 13

Rows were taken by chance (roughly 4.2% active in at least one column).
